# APE1 inh = APE1 (human) endonuclease inhibition; Potency, µM (titrated, usually from 65.8 µM), for the others: at the top dose activity change, negative = inhibition, hits mostly inhibitors; actives 0.35% (n = 350,000); AID 2517; P27695; recombinant APE1, TAMRA/BHQ-2 abasic DNA cleavage fluorescence;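 note: potency is the fitted concentration of half-maximal effect; plate controls were vehicle for no effect and reference inhibitor for full effect; nearly all actives have a fitted effect of over 55% in size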
#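 Step 1: APE1 (0.75 nM) with compound, 15 min RT. Step 2: add 50 nM fluorophore/quencher THF duplex. Step 3: three fluorescence reads 60 s apart (525/598 nm); read 3 minus read 1 = reaction progress.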
# LDHA block = inhibitors of human lactate dehydrogenase A | P00338 | purified LDHA, NADH/diaphorase-resazurin fluorescence; stronger effect = lower value | activity change, % (values are at about 110 or 230 µM) | actives 0.15% (n = 480,000); in the data active = activity change below about -30%; inconclusive = mostly about -25% to -30%;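 note: plate controls were DMSO wells for no effect and wells without enzyme for full effect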
#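 LDH5 2 nM; NADH 0.06 mM, pyruvate 0.2 mM; 200 mM Tris pH 7.4, EDTA, Tween-20; 5 min RT. Detection: diaphorase 0.133 mg/mL + resazurin 37 µM, fluorescence ex540/em590 at 0 and 20 min; normalized to enzyme-free and DMSO wells.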
# Pol eta inh = inhibitors of human DNA polymerase eta. Q9Y253. recombinant Pol eta, fluorescent DNA replication assay. Potency, µM (top dose mostly 114 µM), for the others: at the top dose activity change, negative = inhibition, hits mostly inhibitors. actives 1.2% (n = 390,000); note: potency is the fitted concentration of half-maximal effect; % is set by controls: 0 for no effect and ±100 for the full control effect
#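 Pol eta at 10 nM preincubated with compounds 15 min at room temperature; reaction started with fluorescent substrate (50 nM final) and read kinetically at 0 and 10 min.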
# POLB inh = inhibitors of human DNA polymerase beta. P06746. Pol beta primer extension/strand displacement, fluorescence kinetic. Potency, µM (highest dose often 114 µM), for inactives: at the top dose activity change, negative = inhibition, hits mostly inhibitors. actives 1.3% (n = 340,000). AID 485314; note: potency is the fitted concentration of half-maximal effect; % is set by controls: 0 for no effect and ±100 for the full control effect
#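 Pol beta (10 nM) and compounds were preincubated 15 min at room temperature, then 50 nM substrate (final) started primer extension/strand displacement. Reads were taken at 0 and 10 min; concentration-response data were fitted to a four-parameter Hill equation.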
# Pol iota inh = inhibitors of human DNA polymerase iota; Potency, µM (series often up to 115 µM), for the others: top-dose activity, negative = inhibition, most hits filed as inhibitors; actives 1% (n = 390,000); Pol iota fluorescent replication assay, 10 min; Q9UNA4; note: potency is the fitted concentration of half-maximal effect
#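 Pol iota at 10 nM preincubated 15 min with compounds at room temperature; reaction started with fluorescent substrate, 50 nM final. Fluorescence read kinetically at 0 and 10 min; buffer-only wells as negative control.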
# BLM inh = blocks DNA unwinding by human BLM helicase | recombinant BLM DNA unwinding, fluorescence dequenching | Potency, µM (highest dose often 56.1 µM), for inactives: top-dose activity change, negative = inhibition, actives largely listed as inhibitors | actives 0.2% (n = 350,000) | AID 2528;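 note: potency is the fitted concentration of half-maximal effect; plate controls were vehicle for no effect and no enzyme for full effect; nearly all actives have a fitted effect of over 35% in size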
# Apoferritin bind = binds horse apoferritin like a general anesthetic; P02791; apoferritin/1-aminoanthracene competitive binding, fluorescence; Potency, µM (doses to about 77.5 µM), inactives show at the highest dose activity change, negative = displacement, hits mostly inhibitors; actives 0.074% (n = 350,000); note: potency is the fitted concentration of half-maximal effect; % is set by controls: 0 for no effect and ±100 for the full control effect; nearly all actives have a fitted effect of over 20% in size
# Target sequence (P02791 2-175 limits assumed): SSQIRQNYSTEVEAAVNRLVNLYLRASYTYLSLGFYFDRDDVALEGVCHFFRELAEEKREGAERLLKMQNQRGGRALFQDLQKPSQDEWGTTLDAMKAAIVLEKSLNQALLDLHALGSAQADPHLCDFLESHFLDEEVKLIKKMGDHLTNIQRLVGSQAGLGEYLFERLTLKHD
#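 In PBS, apoferritin at 10 uM is loaded with 1-AMA from a 50% saturated solution. After 10 min of compound exposure at ambient temperature, reduced 535 nm fluorescence indicates probe displacement.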
# POLK inh = inhibitors of human DNA polymerase kappa | purified Pol kappa, fluorescent DNA synthesis assay, 10 min | Potency, µM (highest dose often 107 µM), inactives show top-dose activity, negative = inhibition, usual class: inhibitors | actives 0.53% (n = 400,000); note: potency is the fitted concentration of half-maximal effect; % is set by controls: 0 for no effect and ±100 for the full control effect
# Target sequence (Q9UBT6 whole entry, looked up): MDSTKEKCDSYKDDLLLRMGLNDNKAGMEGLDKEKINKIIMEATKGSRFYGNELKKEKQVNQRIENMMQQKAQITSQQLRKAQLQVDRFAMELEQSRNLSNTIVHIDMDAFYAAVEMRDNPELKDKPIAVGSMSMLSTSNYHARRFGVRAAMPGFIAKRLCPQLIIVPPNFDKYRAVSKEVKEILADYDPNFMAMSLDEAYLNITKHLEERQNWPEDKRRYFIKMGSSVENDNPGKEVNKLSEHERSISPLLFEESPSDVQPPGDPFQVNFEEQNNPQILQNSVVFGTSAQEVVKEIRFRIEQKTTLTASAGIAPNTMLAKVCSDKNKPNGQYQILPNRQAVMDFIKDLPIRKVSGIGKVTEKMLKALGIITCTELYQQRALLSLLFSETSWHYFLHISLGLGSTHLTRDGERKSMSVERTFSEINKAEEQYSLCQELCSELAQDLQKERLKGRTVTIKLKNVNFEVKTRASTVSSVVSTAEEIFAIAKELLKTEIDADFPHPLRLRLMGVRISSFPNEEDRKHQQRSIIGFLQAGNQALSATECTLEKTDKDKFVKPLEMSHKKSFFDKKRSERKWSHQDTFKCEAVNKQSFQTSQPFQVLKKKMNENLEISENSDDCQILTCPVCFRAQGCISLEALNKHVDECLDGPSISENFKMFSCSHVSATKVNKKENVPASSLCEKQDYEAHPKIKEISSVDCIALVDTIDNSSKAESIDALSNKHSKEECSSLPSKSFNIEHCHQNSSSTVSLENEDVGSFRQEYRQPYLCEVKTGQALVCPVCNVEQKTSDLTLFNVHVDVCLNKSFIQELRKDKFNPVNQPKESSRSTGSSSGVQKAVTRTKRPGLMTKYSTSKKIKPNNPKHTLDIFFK
#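 Kinetic fluorescence screen: compound preincubated 15 min RT with 10 nM enzyme; 50 nM substrate (final) initiates; reads at 0/10 min.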
# Glioma ERSR ind = induces the endoplasmic reticulum stress response in human glioma cells; actives 0.02% (n = 420,000); Potency, µM, without a hit: at the top dose activation, hits mostly activators; U87-MG GRP78 promoter luciferase reporter, 16 h; AID 602332; note: potency is the fitted concentration of half-maximal effect; series mostly up to about 76 µM; % of control where 0% means no effect; nearly all actives have a fitted effect of over 35% in size
#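 Stably transfected U87-MG human glioma cells carrying a GRP78-based luminescent sensor were seeded at 1000 cells/well, pin-dosed with compounds and incubated 16 h. Luciferase reagent was then added, and end-point luminescence was read after 10 min at room temperature.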
# Starred values were filed as active, the others as inactive; ? = inconclusive; nt = not tested or not shown; & = joins results of further samples; [ ] = dose if it differs, or a comment. Unless noted, calls come from the whole dose curve; as a rule, active = well fitted curve in the direction sought with a large enough effect; inconclusive = small, poorly fitted or top-dose-only effect, or another doubt; inactive = no such curve, though single readings can be large; an effect the other way counts as inactive or inconclusive.
SMILES,APE1 inh,LDHA block,Pol eta inh,POLB inh,Pol iota inh,BLM inh,Apoferritin bind,POLK inh,Glioma ERSR ind
COC(=O)c1cccc(C(=O)N2CCCC(C(=O)c3cc(F)ccc3F)C2)c1 (stereo not given),0%,-8,-19%,0%,37%[activator],-8%,-13%,-14%,0%
CN(CC(=O)Nc1cccc2ccccc12)C(=O)/C=C/c1cccs1,1%,0,-17%,-1%,8%,3%,5%,6%,1%
N#CC1=C(N)N(c2ccc(Cl)c(Cl)c2)C(=O)C1,-3%,-3,-1%,36%,39%[activator],-1%,?,11%,-2%
Cc1ccc(C(=O)C2=C(O)C(=O)N(Cc3cccnc3)C2c2ccc(Cl)c(Cl)c2)o1 (stereo not given),29%,2,0%,23%,-11%,0%,-12%,-3%,-1%
CC(C)OC(=O)C1C(=O)CC(C)(O)C(C(=O)OC(C)C)C1c1ccc(F)cc1 (stereo not given),1%,-10,-17%,0%,27%,-3%,-9%,-7%,-2%
CC1=C(C(=O)OC(C)C)[C@@H](c2cccc3nonc23)C([N+](=O)[O-])=C(C)N1,-2%,nt,nt,nt,nt,nt,?,0%[19.4 µM],-5%
CNCCCC1c2ccccc2C=Cc2ccccc21,-3%,-10,-11%,-1%,-19%,-5%,-7%,-9%[60.1 µM],-6%&-3%&-4%
O=C(C[n+]1cccc(/C=N/O)c1)N1CCCCCC1,3%,-3,-18%,38%,55%[activator],-6%,-1%,0%,1%
O=C(CN1C(=O)NC(CCc2ccccc2)C1=O)NC1CC1 (stereo not given),-2%,-5,-17%,6%,124%[activator],-1%,-11%,-7%,-6%
COc1ccc(S(=O)(=O)N2CCN(CC(O)COc3ccc(C#N)cc3)CC2)cc1OC (stereo not given),6%,-5,-15%,-8%,49%[activator],-5%,-4%,-9%,-2%
CC1C/C(=N/NC(=O)c2cccc(F)c2)c2ccc(O)cc2C1 (stereo not given),2%,-1,-1%,-29%,11%,-2%,-7%,-4%,4%
CC(=O)Nc1ccc(S(=O)(=O)N2CCCC(C(=O)O)C2)cc1 (stereo not given),?,-5,-12%,-3%,56%[activator],-7%,-3%,-8%,0%
O=C(NCCc1nnc2ccc(NCCCN3CCOCC3)nn12)c1ccccc1,39%,-6,-8%,0%,15%,-2%,-4%,-6%,-2%
CCOc1ccc(CNC(=O)c2cccc(NC(=O)C3=C(C)OCCS3)c2)cc1,24%,6,-9%,-2%,-29%,-3%,3%,-6%,0%
COc1cc(/C=N/NC(=O)c2ccc(COc3ccccc3Cl)o2)cc(Br)c1O,-9%,-1,?,28µM*,?,1%,-7%,-29%,-5%
COc1ccccc1-n1c(=O)c2c3c(sc2n2c(SC(C)C)nnc12)CCC3,-6%,-9,-18%,?,2%,-12%,3%,-5%,-4%
Cc1cnc(CNc2ncnc3ccc(-c4c(C)noc4C)cc23)cn1,-10%,nt,nt,nt,nt,4%,nt,9%[60.1 µM],2%
COc1ccc(OC)c(S(=O)(=O)NCCc2csc3nc(-c4ccccc4)nn23)c1,nt,-3,-11%,5%,15%,-2%,-4%,-5%[60.1 µM],-3%
CCN(CCCNC(=O)c1c(C)cc(=O)oc1C)c1cccc(C)c1,-3%,8,-1%,13%,42%[activator],-2%,4%,-4%,-3%
COCCOc1cc(N2C(=O)CSCC2=O)c(Cl)cc1Cl,-6%,-10,-3%,13%,89µM*,-8%,-4%,-2%,-7%
CC(C)(C)C(=O)OCC(=O)C1CCC2C3CCC4=CC(=O)CCC4(C)C3CCC12C (stereo not given),nt,nt,nt,nt,nt,3%,-19%,-8%[60.1 µM],2%
Cc1ccc(-n2ncc3c(Nc4cccc(C)c4C)ncnc32)cc1,nt,-4,-18%,-10%,-6%,-6%,-13%,-1%[60.1 µM],-5%
O=C(/C(=N\Nc1ccccc1)Sc1nnnn1-c1ccccc1)c1ccccc1,15%,-5,-17%,-3%,1%,4%,7%,-2%,-3%
O=C(/C=C/Nc1ccccc1C(F)(F)F)c1ccco1,-2%,2,-8%,-28%,77%[activator],-7%,-2%,-9%,1%
O=C(c1ccc(OC2CCN(CCc3ccccc3)CC2)cc1)N1CCC(CO)CC1,79%[activator],1,-10%,2%,7%,-3%,-6%,6%,-6%
CN(C1CCCC1)C1CCN(C(=S)Nc2cc(F)cc(F)c2)CC1,0%,-10,10%,-27%,37%[activator],-10%,-4%,-11%,-6%
COC(=O)C1C(c2ccc(N(C)C)cc2)C(C(=O)OC)S(=O)(=O)CS1(=O)=O (stereo not given),0%,-12,-4%,21%,40%[activator],-3%,-7%,-5%,0%
CCCCn1c(N)c(N(CCC(C)C)C(=O)CC2CCCC2)c(=O)[nH]c1=O,21%,-12,-5%,nt,40%[activator],nt,nt,-2%,-2%
Cc1c(CCO)c(=O)n2n1CCCC2,nt,0,-20%,nt,18%,nt,nt,-7%,-4%
CC(C)c1ccc(Cn2ccc3c4c(N)nc(NC5CC5)nc4ccc32)cc1,-1%,nt,nt,nt,nt,-10%,nt,-14%[19.4 µM],-12%
COc1ccc(CSc2nnc(-c3ccncc3)n2N)cc1,4%,-4,-3%,-1%,16%,-1%,2%,-9%,-6%
CC(C)NC(=O)C1CCN(c2ccc(S(=O)(=O)N3CCOCC3)cc2Cl)CC1,5%,-2,10%,8%,14%,0%,-4%,-5%,1%
Cc1ccccc1-n1ncc2c1CC(C)(C)CC2NC(=O)CN1CCCC1=O (stereo not given),12%,-8,-1%,-21%,20%,-2%,-6%,-16%,-4%
CCC(C)[C@H](NC(=O)CCn1nnc2ccccc2c1=O)C(=O)O (stereo not given in full),4%,-6,-14%,-4%,20%,4%,1%,1%,-5%
Cc1ccc(Cl)cc1-n1ncc2c(N3CCC(C)CC3)ncnc21,nt,-6,-28%,10%,-15%,-4%,-2%,-4%[60.1 µM],-2%
COc1cccc(NC(=O)CN2C(=O)NC3(CCCc4ccccc43)C2=O)c1 (stereo not given),5%,-1,-20%,nt,0%,nt,nt,-2%,0%
COc1ccc(-n2c(C)c(C)c3c(NCCCN(C)C)ncnc32)cc1,-3%,-1,1%,-3%,2%,4%,0%,-21%,-1%
Cc1oc(-c2ccccc2Cl)nc1CSc1nc2ncccc2[nH]1,nt,0&-5,-4%,19%,21%,1%,?,9%,-1%
CCN(CC)N=Nc1ccc(S(N)(=O)=O)cc1,1%,-8,-14%,0%,13%,-2%,-15%,-19%,5%
COc1ccccc1C(=O)Nc1nnc(SCC(=O)Nc2ccc3c(c2)oc2ccccc23)s1,2%,-7,0%,-25%,?,-10%,-2%,-4%,5%
C=C(C(=O)O)C(CCCCCC)C(=O)O (stereo not given),19%,6,-13%,2%,-3%,-21%,-5%,-6%,-2%
COc1ccc(C(C)=O)cc1CSc1nc2cc(C(=O)O)ccc2c(=O)n1Cc1ccccc1,-1%,-3,-2%,-14%,-5%,-13%,-12%,-24%,-4%
Cc1cc(=O)oc2cc(OCC(=O)N3CCc4ccccc4C3)ccc12,-2%,-2,2%,-1%,8%,-1%,?,0%,-2%
CCC(NC(=O)Nc1ccc(O)cc1)(C(F)(F)F)C(F)(F)F,?,23,-16%,12%,18µM*,-14%,?,-23%,4%
O=C(NCc1nnc(SCc2ccccc2)n1-c1ccc(F)cc1)C12CC3CC(CC(C3)C1)C2,-3%,-1,-7%,-20%,9%,-1%,-1%,-6%,-4%
CC(=O)c1ccc(OCC(=O)NC(=O)NC2CCCCC2)cc1,14%,-2,-8%,32%,25%,-4%,?,-5%,-1%
COc1ccc(C(=O)NC(=S)NNC(=O)c2ccc(NC(=O)C(C)C)cc2)cc1,2%,4,-18%,7%,14%,1%,0%,-5%,-2%
COc1ccc(OC)c(NC(=O)c2nc(S(=O)(=O)Cc3ccccc3)ncc2Cl)c1,2%,-8,-9%,?,?,-3%,-8%,-4%,-19%

# Given with values under each structure: part of the list above
# Every second line gives: APE1 inh	LDHA block	Pol eta inh	POLB inh	Pol iota inh	BLM inh	Apoferritin bind	POLK inh	Glioma ERSR ind
- COc1cccc(NC(=O)CN2C(=O)NC3(CCCc4ccccc43)C2=O)c1 (stereo not given)
→ 5%	-1	-20%	nt	0%	nt	nt	-2%	0%
- COc1ccc(-n2c(C)c(C)c3c(NCCCN(C)C)ncnc32)cc1
→ -3%	-1	1%	-3%	2%	4%	0%	-21%	-1%
- Cc1oc(-c2ccccc2Cl)nc1CSc1nc2ncccc2[nH]1
→ nt	0&-5	-4%	19%	21%	1%	?	9%	-1%
- CCN(CC)N=Nc1ccc(S(N)(=O)=O)cc1
→ 1%	-8	-14%	0%	13%	-2%	-15%	-19%	5%
- COc1ccccc1C(=O)Nc1nnc(SCC(=O)Nc2ccc3c(c2)oc2ccccc23)s1
→ 2%	-7	0%	-25%	?	-10%	-2%	-4%	5%
- C=C(C(=O)O)C(CCCCCC)C(=O)O (stereo not given)
→ 19%	6	-13%	2%	-3%	-21%	-5%	-6%	-2%
- COc1ccc(C(C)=O)cc1CSc1nc2cc(C(=O)O)ccc2c(=O)n1Cc1ccccc1
→ -1%	-3	-2%	-14%	-5%	-13%	-12%	-24%	-4%
- Cc1cc(=O)oc2cc(OCC(=O)N3CCc4ccccc4C3)ccc12
→ -2%	-2	2%	-1%	8%	-1%	?	0%	-2%
- CCC(NC(=O)Nc1ccc(O)cc1)(C(F)(F)F)C(F)(F)F
→ ?	23	-16%	12%	18µM*	-14%	?	-23%	4%
- O=C(NCc1nnc(SCc2ccccc2)n1-c1ccc(F)cc1)C12CC3CC(CC(C3)C1)C2
→ -3%	-1	-7%	-20%	9%	-1%	-1%	-6%	-4%

# Source: PubChem BioAssay (National Center for Advancing Translational Sciences (NCATS))

# This is a subset; rates above refer to the full screens.
